# Assay outcomes from PubChem BioAssay.
# zfTRPN1 agonist: zebrafish TRPN1 (NompC) channel agonism. 220,000 tested, 0.18% active. HEK293 zebrafish TRPN1-YFP, Fluo-8 calcium fluorescence; 100% = response to 87 µM carbachol. activation, % at 3 µM;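 active = activation above its plate's cutoff, the mean activation of test wells on that plate plus 3 SD, cut at about 19% in these data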;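 also: 0% = DMSO alone and 100% = 87 µM carbachol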
#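 Control set: carbachol 87 µM as high control, DMSO as low control; system: HEK293 stable line with zebrafish TRPN1-YFP; read-out: % activation versus carbachol response; detection: intracellular calcium fluorescence with Fluo-8; doses: single test compound dose, 3 µM nominal, 0.3% DMSO; schedule: dye 1 h 37 °C plus 30 min RT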
# Furin inhibitor: human furin inhibition; P09958; purified furin, fluorogenic substrate cleavage; inhibition, % at 30 µM; 220,000 tested, 0.061% active; in the data active = inhibition above about 25%; also: inactives centre near -15
# Target sequence (P09958 108-714 limits assumed): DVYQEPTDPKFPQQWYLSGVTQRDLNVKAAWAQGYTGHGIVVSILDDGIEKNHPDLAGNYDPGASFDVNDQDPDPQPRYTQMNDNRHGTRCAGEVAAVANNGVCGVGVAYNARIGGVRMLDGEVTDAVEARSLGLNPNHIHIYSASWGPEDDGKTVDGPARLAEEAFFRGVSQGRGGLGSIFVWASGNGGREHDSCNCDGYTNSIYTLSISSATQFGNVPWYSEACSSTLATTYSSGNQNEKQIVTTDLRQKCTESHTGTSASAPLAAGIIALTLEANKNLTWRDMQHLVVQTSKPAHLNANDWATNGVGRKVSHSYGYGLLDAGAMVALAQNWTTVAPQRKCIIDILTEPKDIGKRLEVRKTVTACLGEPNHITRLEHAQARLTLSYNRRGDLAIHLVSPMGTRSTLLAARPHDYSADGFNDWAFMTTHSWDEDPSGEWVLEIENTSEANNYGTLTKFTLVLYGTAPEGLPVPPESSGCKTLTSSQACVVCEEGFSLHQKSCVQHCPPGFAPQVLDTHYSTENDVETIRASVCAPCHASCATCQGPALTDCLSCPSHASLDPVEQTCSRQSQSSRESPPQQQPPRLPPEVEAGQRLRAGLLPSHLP
# m-calpain inh: calpain II (pig) inhibition; 220,000 tested, 0.37% active; AID 1236; inhibition, % at 16 µM; purified calpain II, fluorogenic peptide substrate, 30 min;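 active = inhibition above about 50%, limit read from the data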
# TRPML3 agonist: human mucolipin-3 channel agonism | AID 1448 | 220,000 tested, 0.29% active | activation, % at 3 µM | HEK293 TRPML3-YFP, Fluo-8 calcium fluorescence; 100% = the carbachol control signal;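 active = activation above its plate's cutoff, the mean activation of the plate's test wells plus 3 SD, cut at about 12% in these data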;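 also: 0% = DMSO only wells and 100% = carbachol wells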
#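 Test system: HEK293 cells stably carrying human TRPML3-YFP; Doses: single dose, 3 µM final nominal compound, 0.3% DMSO final; Schedule: dye loading 1 h 37 °C then 30 min ambient, 125 s read; Technique: Fluo-8 calcium fluorescence; Benchmarks: high control carbachol 87 µM, low control DMSO.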
# TbHK1 inh: T. brucei hexokinase 1 inhibition; recombinant TbHK1, G6PDH-coupled NADH A340; inhibition, % at 10 µM; 220,000 tested, 0.11% active; AID 1430;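 active = inhibition of 50% or more in the single-dose primary screen; inactive = inhibition below 50%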
# KCC2 mod: modulators of human KCC2 chloride dependent transport; Q9H2X9; KCC2 cells, thallium flux FluoZin-2 fluorescence; B-score of Tl+ flux slope (higher = more flux/activation; lower = inhibition) at 10 µM; 190,000 tested, 2.2% active; AID 1456;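 active = thallium flux slope and its plate-corrected score both differing from the plate sample mean at a set confidence after two filtering rounds, in either direction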;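 also: slope of fluorescence scaled to starting intensity during 10 to 20 s after thallium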
# EBV gp42 block: blocks Epstein-Barr virus glycoprotein 42 binding | inhibition, % (tested at 21.74 µM) | Q1HVG2 | 220,000 tested, 0.42% active | Fluorescence polarization binding assay, mP read-out | AID 1085; in the data active = inhibition above about 50%
# Target sequence (Q1HVG2 whole entry, looked up): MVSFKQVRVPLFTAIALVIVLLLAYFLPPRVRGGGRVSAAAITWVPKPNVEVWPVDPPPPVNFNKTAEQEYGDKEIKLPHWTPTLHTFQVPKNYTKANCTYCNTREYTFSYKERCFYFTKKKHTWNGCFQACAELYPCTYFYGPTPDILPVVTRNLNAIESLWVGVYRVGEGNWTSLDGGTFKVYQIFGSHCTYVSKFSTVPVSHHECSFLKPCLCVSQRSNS
# PPC-1+TRAIL kill: kills PPC-1 cancer cells in the presence of TRAIL. AID 1443. cell killing (% activity), % at 4 µM. 220,000 tested, 0.41% active. PPC-1 cells + TRAIL, ATPLite viability luminescence;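 active = cell killing above 50% in the first pass at 4 µM, then a duplicate retest at 5 µM averaging 50% or more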;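 also: plate controls were cells with TRAIL plus DMSO for no effect and medium-only wells lacking cells for full effect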
# thrombin 1536: blocks human thrombin protease activity | P00734 | alpha-thrombin, Boc-VPR-AMC fluorogenic substrate cleavage | inhibition, % at 5 µM | 220,000 tested, 0.26% active;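 active = inhibition at or above 40%; inactive = inhibition below 40%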;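 also: 0% = enzyme with no compound and 100% = wells without enzyme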
#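 signal = AMC fluorescence, 355/460 nm | material = human alpha-thrombin enzyme | control set = enzyme without compound as high, wells lacking enzyme as low | times = reaction at room temperature | read-out basis = percent inhibition scaled between no-compound controls and no-enzyme blanks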
# Active calls of the source: *; i = inactive; . = not tested or not shown; [ ] = dose if it differs, or a comment.
entry	Structure	PPC-1+TRAIL kill	TRPML3 agonist	KCC2 mod	thrombin 1536	Furin inhibitor	TbHK1 inh	zfTRPN1 agonist	m-calpain inh	EBV gp42 block
1	Cc1ccc2c(c1)C1C=CCC1C(C(=O)O)N2 (stereo not drawn)	22	0.0	-0.25	4	-2	16	0.4	-22	79*
2	CCc1ccc(CCC(=O)Nc2sc3c(c2C#N)CCCC3)o1	6	-0.3	-0.33	-1	-10[20 µM]	-1	0.6	-52	-13
3	CCC(=O)Nc1nc2ccccc2n1Cc1ccccc1	-4	0.5	1.7	-3	-3	-8	0.7	-28	-3
4	CC(C)CC(=O)CN1C(=O)C2(OCCO2)c2ccccc21	10	-0.5	.	-6	-1[20 µM]	3	1.2	0	3
5	COC(=O)CNC(=O)C1CCCN1C(=O)CNC(=O)OC(C)(C)C (stereo not drawn)	-8	0.6	.	-4	-18	4	0.1	0	4
6	O=C(CSc1nc2ccccc2[nH]1)Nc1ccc2c(c1)OCCO2	21	0.2	.	-3	-4	-1	0.5	10	-2
7	Cc1cc(NC(=O)CN2C(=O)NC(Cc3ccccc3)C2=O)no1 (stereo not drawn)	-11	0.5	-1.3	-4	-24[20 µM]	-4	-1.1	-1	-10
8	O=C(CN1C(=O)CSc2ncccc21)N1CCOCC1	33	0.6	0.58	-2	-29	0	2.2	-6	-13
9	COc1ccc2[nH]c(=O)c(CN(C)C(=O)c3cccs3)cc2c1	-3	0.9	0.049	2	-14	-16	1.1	-27	0
10	Cc1nn(CC2CC2)c(=O)n1-c1cccc(Cl)c1	6	0.2	-0.19	-5	-15	-3	0.0	5	2
11	COc1ccc(N2CSC3=C(C#N)C(c4cccs4)CC(=O)N3C2)cc1 (stereo not drawn)	19	0.4	0.022	-3	-15	-3	1.5	-38	-27
12	CC(=O)Nc1c(C)ccc2nsnc12	-2	0.2	0.93	16	-7[20 µM]	-6	0.4	-30	6
13	CCOc1ccc(CC(=O)Nc2ccc(-c3ccc4nnc(C)n4n3)cc2)cc1	28	1.6	0.25	-2	-6	-9	1.8	-4	-6
14	O=C(/C=C/c1ccco1)c1ccc(O)cc1	2	-0.1	-0.037	6	-11	-17	1.5	31	-15
15	CC(=O)C1=C(O)C(=O)N(CCCn2ccnc2)C1c1ccc(C)cc1 (stereo not drawn)	8	0.3	0.028	1	-15[20 µM]	-20	0.8	-26	6
16	Cc1nnc(NC2(C(F)(F)F)C(=O)Nc3c2c(=O)n(C)c(=O)n3C)s1 (stereo not drawn)	9	0.1	0.22	7	17[20 µM]	-5	0.2	4	-7
17	Cc1cc(C)c2c(=O)[nH]c(SCC(=O)c3ccc(C)c(C)c3)nc2n1	13	1.7	-0.2	0	-37	-2	-1.2	-4	9
18	Cc1cccc(CS(=O)(=O)Cc2ccc(C(=O)NCc3ccco3)o2)c1	14	0.6	.	4	-27	9	0.6	-12	-10
19	CCCn1c(C(C)C)n[nH]c1=S	13	0.7	-0.018	-5	-22	-6	0.7	0	-10
20	COc1ccc(-c2noc(CCC(=O)Nc3ccc4c(c3)OCCO4)n2)cc1	-12	0.8	-1.4	-9	-12[20 µM]	-5	2.0	-5	-10
21	COC(Cc1nnc(SC)n1-c1ccc(Cl)cc1)OC	8	0.4	-0.74	-3	-19[20 µM]	2	2.3	9	-11
22	NC(N)=Nc1nc2ccc(Br)cc2c(=O)[nH]1	17	-0.5	0.0029	-9	-14	1	0.8	-6	3
23	CC(C)(C)c1ccc(/C=N/NC(=O)c2ccccn2)cc1	64*[5 µM]	0.5	0.63	-7	-13	-10	0.8	-6	-6
24	CC(=O)c1cc(-c2ccccc2)n(CC(=O)N2CCN(C3CCCC3)CC2)c1C	12	0.9	0.052	-8	-14[20 µM]	0	0.9	3	-3

# Single records (already shown). Values in the order: PPC-1+TRAIL kill, TRPML3 agonist, KCC2 mod, thrombin 1536, Furin inhibitor, TbHK1 inh, zfTRPN1 agonist, m-calpain inh, EBV gp42 block
# O=C(CSc1nc2ccccc2[nH]1)Nc1ccc2c(c1)OCCO2 is entered as 21, 0.2, ., -3, -4, -1, 0.5, 10, -2
# COc1ccc(-c2noc(CCC(=O)Nc3ccc4c(c3)OCCO4)n2)cc1 is entered as -12, 0.8, -1.4, -9, -12[20 µM], -5, 2.0, -5, -10
# Cc1nn(CC2CC2)c(=O)n1-c1cccc(Cl)c1 is entered as 6, 0.2, -0.19, -5, -15, -3, 0.0, 5, 2
# COC(=O)CNC(=O)C1CCCN1C(=O)CNC(=O)OC(C)(C)C (stereo not drawn) is entered as -8, 0.6, ., -4, -18, 4, 0.1, 0, 4

# Later entries.
entry	Structure	PPC-1+TRAIL kill	TRPML3 agonist	KCC2 mod	thrombin 1536	Furin inhibitor	TbHK1 inh	zfTRPN1 agonist	m-calpain inh	EBV gp42 block
25	CCOc1cc(/C=C2/C(=O)ON=C2C)ccc1OCc1ccccc1	8	-1.1	i	5	-27	2	-1.0	-51	-10
26	CCN(Cc1ccccc1)C(=O)COc1cc(=O)n(CC)c2ccccc12	-4	-0.3	0.49	-1	-25[20 µM]	-4	-0.5	9	-7
27	O=c1[nH]cnc2c1N1CCC2CC1	-8	0.6	-0.0069	4	-26	2	0.8	-22	-31
28	CC1CN(C(=S)SCCN2Cc3ccccc3C2=O)CC(C)O1 (stereo not drawn)	14	0.7	-2.5	7	0	15	0.8	15	-2
29	Cc1cc(C)nc(NNC(=O)NC2CCCCC2)n1	10	0.5	-0.81	-18	-18	1	0.1	-7	0
30	CCOC(=O)Cn1c(C)nc2c(C(=O)OCC)sc(C)c2c1=O	14	-0.3	-0.1	1	-22[20 µM]	-13	1.8	-63	-12
31	COc1ccc(-c2ccc(SCC(=O)Nc3cc(C)on3)nn2)cc1OC	41	-1.6	-1.9	4	-5	1	-1.6	-21	-16
32	CCOc1ccc(N2C(=O)CC(N3CC(C)OC(C)C3)C2=O)cc1 (stereo not drawn)	-6	0.6	0.01	4	-18	4	1.4	-12	-15
33	CCN1CCN(CC(=O)N2N=CCC2c2ccccc2)CC1 (stereo not drawn)	21	0.3	0.0057	3	-15	-3	1.2	20	1
34	COc1ccccc1/C=N/NC(=O)CNC(=O)c1ccccc1	3	1.5	-0.031	-4	-16	-13	0.9	14	-8
35	CCCCOC(=O)c1ccc(NC(=O)C(=O)NCc2ccco2)cc1	17	0.1	-0.68	-10	-10	6	-0.2	30	-4
36	CCN1CCN(CCNC(=O)c2ccc(/C=C3/Sc4ccccc4N(Cc4cccc(Cl)c4)C3=O)cc2)CC1	-3	1.4	-0.36	-2	-2	-23	3.8	-48	-7
37	O=C1NC(c2cccc(Br)c2)=N/C1=C\c1ccco1	9	1.2	-0.0024	-3	-9	-13	0.9	-42	-12
38	CC(C)N(c1ccccc1)c1ccc(NC(=O)CCl)cc1	19	1.6	-0.73	-2	-21	0	1.4	8	-4
39	O=C(Nc1cccc(F)c1)C1CCN(C(=O)c2ccc(Br)cc2)CC1	-8	0.6	.	-4	-9[20 µM]	-8	0.8	27	6
40	O=C(NCc1ccc2c(c1)OCO2)C1CCC(CNS(=O)(=O)c2ccc(Cl)cc2)CC1 (stereo not drawn)	5	0.6	.	2	-31[20 µM]	-10	-0.9	10	-25
41	Cc1oncc1C(=O)NC(C)C	-12	1.1	.	0	-23[20 µM]	-2	-0.4	25	12
42	CCCc1nnc(NC(=O)c2cc3ccccc3oc2=O)s1	25	0.4	1.3	-5	-22[20 µM]	-24	1.4	8	-4
43	CC(CNS(=O)(=O)c1cc(Cl)ccc1Cl)CN(C)C (stereo not drawn)	1	1.0	.	2	-4[20 µM]	5	0.0	29	-12
44	Cc1ccc(NC(=O)c2cc(N3C(=O)C4CC=CCC4C3=O)ccc2N2CCOCC2)cc1Cl (stereo not drawn)	25	-1.3	-0.52	-4	-17[20 µM]	-5	-0.1	-59	-14
45	CC(=O)Nc1sc(N)nc1-c1ccccc1	-21	-0.1	-0.22	-1	-19	-1	1.9	-11	-23
46	CCC(CC)c1nc(NCCC(=O)O)c2ccccc2n1	-10	-0.1	2.7	-2	4	6	0.8	-22	3
47	COc1ccc(/C=C2/CC/C(=C\c3ccc(OC)c(OC)c3OC)C2=O)c(OC)c1OC	10	0.4	0.4	-4	-6	-17	1.6	12	-17
48	Cc1cc(C(=O)NCc2ccco2)cs1	6	1.0	0.32	-5	-24	-2	1.2	14	-3
49	CCCCCCCCC(=O)NC(NC(=S)N1CCOCC1)C(Cl)(Cl)Cl (stereo not drawn)	17	0.1	-1.7	4	-6[20 µM]	4	1.7	-13	-6
50	NC(N)=N/N=C/c1ccc2cccc(OCc3ccccc3)c2n1	28	-0.1	-0.028	-1	5	-37	-1.5	-299	-9
51	CC(=O)N1CCc2cc(S(=O)(=O)NCCC(=O)N3CCN(Cc4ccccc4)CC3)ccc21	-3	2.2	-1.4	6	-7	7	2.8	7	-12
52	CC1=C(C(=O)N(C)C)C(c2ccc(N3CCOCC3)cc2)NC(=O)N1 (stereo not drawn)	2	0.9	0.63	4	-28	-1	1.2	-53	-35
53	CCO[C@H]1OC(C(=O)NC2CC2)=C[C@@H](C2CCCCC2)[C@@H]1CCCO	-8	.	0.32	-1	-29	-10	.	-6	-18
54	CC(/C=C/c1ccccc1)=N/NC(=O)CCC(=O)Nc1ccccc1C	18	0.3	0.19	-10	-13	-22	-0.7	12	-1
55	O=C(CNC1CCCCC1)Nc1ccc([N+](=O)[O-])cc1C(=O)Nc1ccccc1F	18	0.6	0.7	2	-19	4	-1.5	12	-3
56	Cc1ccc(Cn2c(=N)c(C(=O)NCc3ccco3)cc3c(=O)n4ccccc4nc32)cc1	21	-0.2	5.7*	20	-24[20 µM]	-9	-1.4	-183	4
57	COc1ccc(/C=N/NC(=O)c2cc(=O)[nH]c3ccccc23)cc1OC	-6	0.7	-0.16	2	-17	-25	0.2	-4	3
58	Cc1ccc(Sc2cc(NCCCO)c([N+](=O)[O-])c3nonc23)cc1	13	0.9	.	-4	-15	-5	1.8	36	14
59	O=C(Nc1ccc(-c2cc3ccccc3oc2=O)c(Cl)c1)c1cccnc1	7	0.3	.	0	-6[20 µM]	-7	-0.4	-52	-14
60	O=C(NC(=S)Nc1ccccc1N1CCCC1)c1ccc(-c2cccc([N+](=O)[O-])c2)o1	19	-0.3	.	-5	-7[20 µM]	-18	1.9	-41	0
61	Cc1ccc(SCC(=O)Nc2ccc(C(=O)Nc3ccc(O)cc3)cc2)cc1	20	1.0	1.3	-6	-16	-5	1.4	-7	-8
62	CCCCn1nc2cc(C(=O)NCc3ccc4c(c3)OCO4)ccc2c1OCC	7	-1.4	-0.39	1	-17[20 µM]	-1	-2.2	i	-18
63	CC(C)N(CC#CCC(O)(c1ccccc1)c1ccccc1)CCO	5	0.6	0.52	-13	-18	-1	1.2	-2	-8
64	CC1=CC(=Nc2c(C)n(C)n(-c3ccccc3)c2=O)C=CC1=O	0	1.5	-0.27	4	-18	-24	5.4	-30	-13
65	Clc1ccc(CN2CCN(/N=C/c3ccco3)CC2)cc1	-11	0.1	-0.026	6	-29	-2	0.3	-6	-3
66	COc1ccc(COc2cc(-c3cccc(OC)c3)nc3ccc(N)cc23)cc1	10	-0.7	0.0053	4	-19	-1	-0.1	-126	-2
67	CCC(C)C(NC(=O)c1ccc(Cl)cc1)C(=O)Nc1cccnc1 (stereo not drawn)	19	0.0	1.5	-9	-9	5	-1.1	102*	4
